# Tat export inh: E. coli Tat transport inhibition. AID 488895. E. coli MC4100 TorA-mCherry Tat export, fluorescence. actives 0.036% (n = 340,000). inhibition, % at 10 µM;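 active = mean replicate inhibition at least 50% and at least half of replicates individually reaching 50%; inconclusive = only one of the two criteria met; inactive = neither criterion met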;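 note: exported cargo escapes ClpAP degradation while cytoplasmic cargo is degraded and loses fluorescence; 0% = median of neutral control wells and 100% = median of NaSCN control wells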
# PfHsp90 set2: reduces growth (ATP signal) of yeast expressing P. falciparum Hsp90. S. cerevisiae expressing PfHsp90, BacTiter-Glo ATP, 48 h; yeast lacking PDR1 and PDR3 efflux regulators. inhibition, % at 9.4 µM. actives 0.32% (n = 310,000);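 active = every replicate shows inhibition above about 80%, whatever the replicate mean, limit read from the data; inconclusive = mean inhibition reaches the set limit but some replicate falls short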;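 note: 0% = DMSO neutral controls and 100% = 20 µM radicicol positive controls; yeast relying on Plasmodium falciparum Hsp90 in place of its own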
# phage Ecoli inh: E. coli growth loss with phage present. growth absorbance. inhibition, % at 11.9 µM. actives 0.26% (n = 360,000); in the data active = inhibition above about 11%
# E coli growth: reduces bacterial viability in AddAB counter-screen. E. coli V3065 growth, OD600 absorbance, 18 h. inhibition, % at 11.9 µM. actives 0.27% (n = 330,000);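 active = inhibition above the campaign's mean inhibition across all tested compounds plus 3 SD, cut at about 9.9% in these data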;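 note: uninfected addAB+ strain grown without phage in ampicillin broth; 0% = DMSO wells and 100% = ciprofloxacin 0.95 µg/ml wells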
# PKA-R2B act: activates the human PKA-R2B holoenzyme complex; actives 0.079% (n = 340,000); activation, % at 11.4 µM; PKA-R2B holoenzyme dissociation, Cy5-IP20 fluorescence polarization; R2B truncated from residue 108, S112A mutant; 0% DMSO only, 100% 113 µM cGMP; AID 504700;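 active = activation above a cutoff set at the mean over all compounds plus 3 SD, cut at about 18% in these data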;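 note: higher means more holoenzyme dissociation and a rise in polarization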
# Target sequence (P31323 whole entry, looked up, other chains not shown, the tested form may be a part): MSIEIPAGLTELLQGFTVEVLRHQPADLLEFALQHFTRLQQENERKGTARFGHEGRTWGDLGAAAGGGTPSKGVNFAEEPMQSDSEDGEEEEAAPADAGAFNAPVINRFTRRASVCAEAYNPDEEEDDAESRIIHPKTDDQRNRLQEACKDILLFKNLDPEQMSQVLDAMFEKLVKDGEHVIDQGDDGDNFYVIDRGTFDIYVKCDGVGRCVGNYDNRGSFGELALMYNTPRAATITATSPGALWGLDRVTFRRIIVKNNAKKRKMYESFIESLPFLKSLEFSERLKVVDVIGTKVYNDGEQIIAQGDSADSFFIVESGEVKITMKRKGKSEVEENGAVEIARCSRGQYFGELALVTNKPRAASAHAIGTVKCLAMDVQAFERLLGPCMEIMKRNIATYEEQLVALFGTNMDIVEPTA
# AddAB inh: less growth of phage-infected E. coli with AddAB. inhibition, % at 11.9 µM. actives 0.29% (n = 330,000). E. coli expressing H. pylori AddAB, absorbance growth. AID 435030; in the data active = inhibition above about 12%;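 note: 0% = vehicle wells of infected cells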
# PKA-R1A activ: PKA-R1A complex activation. actives 0.083% (n = 340,000). activation, % at 11.4 µM. P00514+P68181. PKA-R1A dissociation, Cy5-IP20 fluorescence polarization; scaled: DMSO 0%, 113 µM cGMP 100%. AID 504707;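 active = percent activation above the mean of all tested compounds plus 3 SD, cut at about 19% in these data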;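 note: higher means more PKAc released from R1A so a rise in polarization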
# OPRM1-OPRD1 ag: agonists of human mu-delta opioid receptor heterodimerization | P35372+P41143 | cells, OPRM1-OPRD1 heterodimerization, luminescence | activation, % at 9.3 µM | actives 0.3% (n = 340,000); in the data active = activation above about 18%;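 note: 0% = vehicle-treated cells and 100% = reference agonist; values of inactives mirror those of a sister screen read the other way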
# OPRM1-OPRD1 inv: mu-delta opioid heterodimer inverse agonism | P35372+P41143 | inhibition, % at 9.3 µM | actives 0.21% (n = 340,000) | cell-based MOR-DOR heterodimer luminescence | AID 504357; in the data active = inhibition above about 22%, passing the limit was not always enough;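 note: 0% = cells with DMSO and 100% = wells without cells with DMSO; values of inactives mirror those of a sister screen read the other way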
# Mot1-301 SUMO: blocks SUMOylation pathway, rescuing yeast Mot1-301 growth; S. cerevisiae Mot1-301 growth rescue, ATP luminescence, 38.5C; percent above DMSO median, 100 means doubled; growth rescue, % at 18.8 µM; actives 1% (n = 320,000); AID 2716;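 active = every valid replicate shows activation above 250% relative to neutral control wells; inactive = the rest, any valid replicate at or below 250%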;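 note: OY570 slx delta 5 strain wells were the positive control but not used for scaling; some compounds called inactive have numbers as strong as hits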
# HTR5A inv ag: HTR5A inverse agonism, opioid heterodimer counter-screen; P47898; HTR5A cell line, luminescence; inhibition, % at 9.3 µM; actives 0.083% (n = 340,000); in the data active = inhibition mostly above about 23%, no sharp cut-off; inactive = mostly below about 18%;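 note: 0% = cells with DMSO and 100% = no-cell wells with DMSO; some compounds called inactive have numbers as strong as hits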
# Target sequence (P47898 whole entry, looked up): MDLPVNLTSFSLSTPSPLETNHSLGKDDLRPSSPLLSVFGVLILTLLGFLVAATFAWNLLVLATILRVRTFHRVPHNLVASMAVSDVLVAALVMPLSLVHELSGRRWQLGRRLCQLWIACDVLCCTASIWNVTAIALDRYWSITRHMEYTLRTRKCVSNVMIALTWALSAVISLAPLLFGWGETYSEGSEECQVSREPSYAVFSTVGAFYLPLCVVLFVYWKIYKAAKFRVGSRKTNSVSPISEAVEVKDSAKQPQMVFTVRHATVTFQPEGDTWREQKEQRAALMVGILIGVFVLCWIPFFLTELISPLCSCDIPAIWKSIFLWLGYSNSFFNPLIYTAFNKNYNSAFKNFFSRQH
# * hit, by the source's call; ? = inconclusive; . = no result given.
SMILES,Tat export inh,PfHsp90 set2,phage Ecoli inh,E coli growth,PKA-R2B act,AddAB inh,PKA-R1A activ,OPRM1-OPRD1 ag,OPRM1-OPRD1 inv,Mot1-301 SUMO,HTR5A inv ag
Cc1cccc(NC(=O)c2sc3nc4c(c(-c5cccs5)c3c2N)CN(C)CC4)c1,-5,-7,1.1,-1.9,-4,3.8,-2,-1.2,6,-17,-2
C/C(=N\NC(=O)c1c(C)nc2ccccn12)c1ccccc1F,-5,-3,1.8,-0.1,0,-0.3,0,3.2,-23,-9,-12
CCOC(=O)Cn1ncn(-c2ccc(OC(F)(F)F)cc2)c1=O,-10,-1,2.0,0.3,5,1.0,-2,-3.2,15,16,-5
CCCCn1c(N)c(N(CC(C)C)C(=O)c2oc3ccc(OC)cc3c2C)c(=O)[nH]c1=O,-4,12,0.4,0.3,-2,0.2,2,-0.4,3,9,0
CCOc1ccc(NCc2nnc(SCc3ccccc3Cl)n2-c2ccccc2)cc1,12,.,0.6,-0.7,-6,2.6,-10,4.7,-24,-4,-6
NS(=O)(=O)c1ccc(NC(=O)CN2CCN(S(=O)(=O)/C=C/c3ccccc3)CC2)cc1,1,-13,-0.3,-2.7,3,0.1,5,-2.0,11,9,-8
COc1ccc(CCNC2CC(C)N(C)CC2C)cc1OC (stereo unspecified),-6,23,3.2,0.4,-13,-0.4,4,-0.2,1,443,12
Cc1ccc(S(=O)(=O)N(C)Cc2ccc(C(=O)N/N=C3\CC(=O)CC(C)(C)C3)cc2)cc1,-2,-19,3.2,3.0,0,3.6,8,-2.2,13,16,-2
CCOC(=O)CSc1nnc2c3ccccc3n(CC)c2n1,2,-16,0.6,-0.4,-15,0.8,4,-2.0,10,-14,7
Cc1ccc(S(=O)(=O)N(C)c2ccc(C(=O)Nc3cccnc3)cc2)cc1,8,11,0.9,0.0,-8,-0.3,4,3.8,-26,4,-18
Cc1nc2c(c(=O)n1CCC1=CCCCC1)c1nc3ccccc3nc1n2/N=C/c1ccco1,1,-4,4.0,-2.0,-11,0.8,-8,-2.1,12,-10,-18
C=CCn1c(SC(C)C(=O)NC2(C#N)CCCCC2)nnc1-c1ccc(OC)cc1 (stereo unspecified),-6,.,-1.6,1.0,-9,0.3,6,-2.2,11,10,-6

# Brought forward from above: two entries, followed by the next part.
SMILES,Tat export inh,PfHsp90 set2,phage Ecoli inh,E coli growth,PKA-R2B act,AddAB inh,PKA-R1A activ,OPRM1-OPRD1 ag,OPRM1-OPRD1 inv,Mot1-301 SUMO,HTR5A inv ag
Cc1nc2c(c(=O)n1CCC1=CCCCC1)c1nc3ccccc3nc1n2/N=C/c1ccco1,1,-4,4.0,-2.0,-11,0.8,-8,-2.1,12,-10,-18
C=CCn1c(SC(C)C(=O)NC2(C#N)CCCCC2)nnc1-c1ccc(OC)cc1 (stereo unspecified),-6,.,-1.6,1.0,-9,0.3,6,-2.2,11,10,-6
CCCN(CC(=O)Nc1ccccc1C)C(=O)CC(NC(=O)c1ccccc1)c1ccccc1 (stereo unspecified),4,-36,2.1,-1.7,-5,-1.4,-12,-2.3,12,-2,-1
CCc1nc(N)c(C#N)c(-c2ccc(O)c(OC)c2)c1C,-1,-24,1.9,-0.3,-4,2.2,3,-1.5,9,3,-6
COCCNC(=O)c1ccc2c(=O)n(Cc3ccco3)c(SCC(=O)NC3CCCCC3)nc2c1,-6,11,2.3,1.9,5,3.4,2,-4.0,18,-9,-6
Cc1ccc(C(=O)/C=C/c2ccc(-c3ccccc3[N+](=O)[O-])o2)cc1,1,6,0.9,-1.2,-3,0.4,-4,6.6,-39,491*,0
O=C1NC(c2ccc(Cl)c([N+](=O)[O-])c2)Nc2ccccc21 (stereo unspecified),-2,-3,5.3,7.8,1,5.2,-4,-1.6,8,9,-17
CCCN1CCN(C(=O)C2CCN(S(=O)(=O)c3c(C)noc3/C=C/c3ccc(C)cc3)CC2)CC1,13,14,0.8,-2.7,-2,2.2,-1,-0.6,3,11,-21
O=C(NCCCN1CCCC1=O)c1ccc2c(=O)n(-c3ccccc3F)c(=S)[nH]c2c1,7,8,0.5,-1.6,0,-1.1,-4,-3.4,16,.,-8
CC(NC(=O)c1ccc(Br)o1)C1CCCO1 (stereo unspecified),-7,10,3.0,1.4,-12,0.1,-1,-0.9,4,8,-11
Cc1ccccc1-n1nnnc1SC(C)C(=O)NC1CCCc2ccccc21 (stereo unspecified),16,8,4.4,-2.0,-2,5.3,-8,2.0,-11,-1,4
O=C(CN1CCN(Cc2ccccc2)CC1)Nc1ccc([N+](=O)[O-])cc1C(=O)Nc1ccccc1F,1,10,4.0,-1.9,-1,-0.7,11,11,-68,-8,-8
O=[N+]([O-])c1cccc(COc2cccc(CN3CCCCC3)c2)c1,?,16,2.3,.,4,.,-3,-3.7,17,.,4
CCCCNC(=O)c1ccc2c(SCC(=O)O)c3c(nc2c1)CCCC3,11,-10,3.0,-1.4,1,-0.7,-6,-3.7,19,.,9
CCN(C[C@H]1N[C@@](Cc2ccccc2)(C(=O)OC)[C@H]2C(=O)N(C)C(=O)[C@@H]12)C(=O)COC,-1,5,1.4,1.2,5,3.7,6,-0.2,1,-9,-5
CSc1ccc(S(=O)(=O)NCC(=O)OCC(=O)N2CC(C)CC(C)C2)cc1[N+](=O)[O-] (stereo unspecified),4,-5,3.8,0.6,0,1.4,-8,5.4,-35,7,-35
CCOC(=O)c1ccc2c(c1)N(CC)C(=O)c1ccccc1S2,9,-5,.,-1.4,-1,0.5,2,-1.3,7,8,9
O=C(OCCN1CCCCC1)c1cccc(Cl)c1,-3,12,2.9,-2.9,-3,-2.0,-7,-1.7,9,-8,14
COCCCNC(=S)NNC(=O)c1cc(Cl)c(O)c(Cl)c1,0,-3,1.2,1.3,-7,1.3,-12,-1.4,7,128,-18
Cc1c(NC(=O)CSc2ccc3ccccc3n2)c(=O)n(-c2ccccc2)n1C,-10,5,-2.2,1.5,-3,3.1,-14,-2.0,8,-33,7
N#Cc1ccc(OCC(=O)NNC(=S)NC2CCCCC2)cc1,3,-1,1.7,2.1,6,1.7,-12,-3.9,15,-10,4
CC1(C)CC(=O)N(CC(=O)NCc2ccc(F)cc2)c2ccccc2S1(=O)=O,11,12,3.5,0.3,0,1.9,8,-2.8,14,-7,0
Cc1cccc(N2CCN(C(=O)CCC(=O)N3CCOc4ccc(Cl)cc43)CC2C)c1 (stereo unspecified),11,24,3.6,-3.0,-6,-1.1,-9,4.1,-24,11,-24
COc1ccc(S(=O)(=O)c2c[nH]c(=S)[nH]c2=O)cc1Cl,-5,-7,-1.9,.,9,.,0,-4.1,19,5,10
COc1ccc(SCC(=O)Nc2ccc(N3CCN(C)CC3)c(F)c2)cc1,-6,-22,3.9,0.0,0,0.9,5,-2.7,13,-14,-2
COc1ccc(C(=O)O)cc1S(=O)(=O)NC(C)C12CC3CC(CC(C3)C1)C2 (stereo unspecified),-6,5,2.2,-0.5,11,0.4,10,0.5,-2,-21,0
COc1ccc(C(=O)NC(=O)COC(=O)C2COc3ccccc3O2)cc1 (stereo unspecified),4,10,-1.4,1.0,0,1.7,-8,-1.6,9,-10,9
CC(C)Nc1ccc(C(CC(N)=O)NC(=O)c2ccc(Br)cc2)cc1[N+](=O)[O-] (stereo unspecified),4,-2,1.6,-0.6,-4,3.9,0,-1.8,10,2,12
Cc1ccc(C)c(N2CCN(C(=O)CCc3nc(-c4cccc(Cl)c4)no3)CC2)c1,-6,12,1.4,2.9,-2,0.9,-7,0.3,-2,.,-4
O=S1(=O)CCN(Cc2ccccn2)CC1,2,17,-0.1,1.2,-4,0.7,3,-0.2,1,-1,-3
CCOc1ccc(S(=O)(=O)N2CCOCC2)cc1NC(=O)C1=COCCO1,8,-2,0.5,1.4,-3,0.2,3,-2.4,16,-20,23
COc1ccc(C)cc1NC(=O)CN1C(=O)c2cccc3cccc1c23,0,14,0.9,-2.1,-2,1.1,6,-2.9,15,3,-15
CC1CC(C)CN(CCCNS(=O)(=O)c2ccc3c(c2)oc(=O)n3C)C1 (stereo unspecified),3,-6,4.6,.,-1,.,-20,-2.8,14,-17,13
Cc1ccc(CNc2cnccn2)cc1,3,-2,3.5,0.6,-5,1.3,-23,-1.8,9,-3,-17
Oc1ccc(C2=NNC(c3ccc(O)cc3)=NN2)cc1,-5,-7,-1.2,-0.6,-1,-0.5,-6,-3.1,15,89,-19
COc1cc(CN(C(=O)c2cccs2)C2CCS(=O)(=O)C2)cc(OC)c1OC (stereo unspecified),-2,3,1.9,1.2,4,3.9,-2,-2.1,11,.,2
COC(=O)c1cc(NC2c3ccccc3C(=O)N2c2cccnc2)cc(C(=O)OC)c1 (stereo unspecified),-6,-2,0.5,0.7,2,-3.4,-7,-2.3,13,9,-9
Cc1ccc(S(=O)(=O)N(C)c2ccc(OCC(=O)Nc3nc(-c4ccccc4)cs3)cc2)cc1,-14,5,0.3,-1.0,1,3.3,-1,2.6,-15,-1,1
CCn1c(COc2ccc(C(C)C)cc2)nnc1SCC(=O)Nc1nccs1,0,11,2.8,-1.9,-2,-0.2,-6,-1.4,7,-6,22
CCOc1ccc(S(=O)(=O)Nc2ccc(C(=O)N(C)CC(=O)Nc3ccc(OC)cc3)cc2)cc1,-15,-8,4.8,-0.8,-1,1.7,-17,-1.1,6,-11,-34
Cc1ccc(OCC(=O)O/N=C(\N)c2cccc([N+](=O)[O-])c2)cc1C,5,1,0.2,-0.8,7,2.8,1,-0.6,3,-14,-1
Cc1nc2ccccc2c(=O)n1N,-6,-18,0.7,3.2,2,0.2,-1,-0.9,5,-8,-5
O=C(Nc1cc(C(F)(F)F)ccc1-n1cncn1)c1ccc([N+](=O)[O-])o1,1,-36,10,14*,-4,18*,-7,7.0,-45,-9,12
N#Cc1ccccc1S(=O)(=O)N1CCN(C(=O)[C@H](Cc2ccccc2)NC(=O)c2ccco2)CC1,1,4,1.3,-0.7,-1,-0.7,0,-2.2,8,-20,-4
CCOc1ccc(C)cc1S(=O)(=O)NC1CCCCCC1,-4,-3,-0.7,1.9,7,-0.6,-5,-0.9,5,-5,5
CN(C)c1ccc(NC(=O)CSc2n[nH]c(-c3ccncc3)n2)cc1,2,7,1.6,.,-7,.,-4,-2.1,11,.,5
CCOc1ccccc1NC(=O)c1cc(C(=O)Nc2ccccc2OCC)cc(N2C(=O)CCC2=O)c1,-2,21,5.3,1.9,-2,7.0,4,-2.6,17,8,4
O=c1c2ccccc2nc(/C=C/c2ccc(Cl)cc2)n1CCO,-1,-17,0.5,0.9,1,1.5,-6,-1.7,8,6,-17
Cc1cc(NC(=O)C(C)Oc2ccc(C(C)(C)C)cc2)no1 (stereo unspecified),7,-31,2.3,-1.7,-7,-2.5,-10,1.1,-7,29,-4
Cc1ccccc1NC(=O)CC(=O)c1ccccc1,-12,-1,0.5,-0.9,3,2.8,-7,-1.7,9,-10,-1
